From PubChem
TTR transcr act – TTR transcription activators in neuroblastoma reporter cells, primary screen, cell-based, luminescence, SH-SY5Y, TTR promoter Gaussia luciferase | 100% = recombinant luciferase protein wells | activation, % at 16.7 µM | 92,000 tested, 1.3% active | AID 1117267, 2014;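 active = activation above the mean of all tested compounds plus 3 SD, cut at about 9.5% in these data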;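 note: cells exposed to compounds for one day before reading; 0% = median of all test compound wells on the plate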
An asterisk follows results filed as active. This is a subset (hit frequency here may not be typical).

SMILES	TTR transcr act
CC(=O)c1cccc(OCC(=O)OCC(=O)Nc2cc(S(=O)(=O)N3CCCCC3)ccc2C)c1	3.9
O=C(NCC1CCN(Cc2ccccc2Cl)CC1)Nc1cccc(Cl)c1	2.7
COc1ccc(-c2cnnn2-c2ccc(NC(=O)c3ccco3)cc2)cc1OC	-0.2
COc1ccc(-c2nc(NC(=O)c3[nH]c(C)c(C(C)=O)c3C)sc2C)cc1	-2.3
CC(=O)Nc1ccc(NC(=O)c2cccc(-c3cc4ccccc4oc3=O)c2)cc1	1.8
COc1ccc(C2=CSC(/N=C/c3ccc(F)cc3)=NN2)cc1	3.6
O=C1[C@@H]2[C@@H]3C[C@@H]([C@H]4ON=C(c5ccc(OCc6ccccc6)cc5)[C@@H]34)[C@@H]2C(=O)N1c1ccc2c(c1)OCO2	-0.7
COc1cccc(OCc2cc(/C=N/NC(=O)c3nc(Cl)c(Cl)c(N)c3Cl)ccc2OC)c1	8.2
CCCNC(=O)c1cccc(Cn2nc(C)c(Br)c2C)c1	0.4
CCSc1nnc(NC(=O)c2cc(C)on2)s1	-2.0
Cn1cnc2c1c(=O)n(Cc1c(Cl)cccc1Cl)c(=O)n2C	-1.1
CC(=O)N=Cc1c(C)c(C#N)c(=O)n(C)c1O	-0.7
CS(=O)(=O)N(CC(=O)NCc1ccc2c(c1)OCO2)c1ccc(Cl)cc1	-0.5
CCCn1c(C(C)Nc2nc(-c3ccc(C)cc3)cs2)nc2ccccc21 (stereo not drawn)	-0.8
Cc1cccn2c(=O)c(C=O)c(N3CCN(c4ccccc4)CC3)nc12	1.3
OCC[C@@H]1NCc2cc(CO)cc(-c3ccccc3)c21	1.6
COc1cccc(N2C(=O)c3ccncc3C2=O)c1	0.8
C/C=C/C(=O)OCC(=O)Nc1ccc(C)c(S(=O)(=O)N(C)C)c1	-1.2
COc1cc(C(=O)O)c([N+](=O)[O-])c(OC)c1OC	0.1
Cc1nnc(SCC(=O)NNC(=O)c2ccc(Cl)cc2)s1	-0.7
COc1ccc(NC(=S)NCc2cccs2)c(OC)c1	-1.7
COC(=O)c1ccccc1NC(=O)N1CCN(c2ccccc2F)CC1	-0.1
Cc1ccn2c(C(=O)CSc3ccc(Cl)cc3)c(C)nc2c1	-2.6
COc1ccc(C(=O)OCC(=O)NCC2CCCO2)cc1 (stereo not drawn)	2.0
C[C@H](CO)N1C[C@H](C)[C@@H](CN(C)C(=O)NC2CCCCC2)Oc2ccc(NC(=O)NC3CCCCC3)cc2C1=O	2.1
(cont.)
SMILES	TTR transcr act
CC(C)=CCC/C(C)=C/CNC(=O)CC1C[C@H](C(=O)N2CCOCC2)[C@@]2(C)c3[nH]c4ccccc4c3CCN2C1=O (stereo partly drawn)	-0.3
CN(Cc1ccccc1)S(=O)(=O)c1ccc(Cl)c(C(=O)N2CCC2)c1	0.5
Cc1scc(C(=O)NNC(=S)NCc2ccccc2)c1C	1.2
CC(C)=NOc1nc(N2CCOCC2)nc(N2CCOCC2)n1	-0.8
CCc1nc2oc(C(=O)c3ccccc3)c(N)c2c2c1COC(C)(C)C2	5.0
COc1ccc(NC(=O)CN(C)CC(=O)Nc2cccc(F)c2)cc1S(=O)(=O)N1CCCCC1	-0.3
COc1ccc2c(c1OC)C[N+]1([O-])CCc3cc4c(cc3C1C2)OCO4 (stereo not drawn)	-0.4
CCN1CCN(CCOc2ccccc2OCc2ccccc2)CC1	1.1
CC(=NOC(=O)C1CCCCC1)c1nccs1	0.3
Cc1nn(CCCC(=O)Nc2nccs2)c(C)c1[N+](=O)[O-]	5.3
Cc1ccccc1CSCc1nc2ccccc2[nH]1	0.1
O=C(O)CCCC[C@@H]1SC[C@@H]2NC(=O)N[C@@H]21	-1.1
O=C(CN1C(=O)NC2(CCCC2)C1=O)NCc1ccc(F)cc1	0.5
Cc1cc(NC(=O)COc2ccc(Cl)cc2Cl)n(-c2ccccc2)n1	-6.0
COc1ccc([C@H]2CC(=O)C=C(c3cccc(NC(C)=O)c3)C2)cc1	3.4
CNC(=O)NC(=O)Cn1nc2n(c1=O)-c1ccccc1SC2	3.8
CCOC(=O)Nc1nc(C)c(C(=O)N(C)C)s1	-1.4
CCN1C(=O)[C@H]2[C@@H](c3ccc(-c4ccc(F)cc4)c(OC)c3)N[C@@](Cc3ccccc3)(C(=O)OC)[C@H]2C1=O	-0.5
COCc1c(C(=O)N/N=C(/C)c2ccc(OCc3ccccc3)cc2)nnn1-c1nonc1N	3.6
COc1ccc(Cc2c(-c3ccc(OC)c(OC)c3)nc3c(C)cc(Br)cn23)c(C)c1	-0.9
C(=C\c1nnc(-c2cccs2)o1)/c1ccccc1	-0.4
CC1(C(=O)NC2CCCC2)CCC(=O)N1CCCn1ccnc1 (stereo not drawn)	-0.7
COCCN(C(=O)CSc1nnc(-c2cccc(C)c2)n1C)c1c(N)n(Cc2ccccc2)c(=O)[nH]c1=O	2.7
CC(C)(C)n1nnnc1C(c1cccc(C#N)c1)N1CCCCCC1 (stereo not drawn)	-0.2
COc1ccc(OC)c(C(c2nnnn2CC2CCCO2)N2CCN(C)CC2)c1 (stereo not drawn)	1.1
(list continues)
SMILES	TTR transcr act
COc1ccc(C(=O)N/C(=C\c2cn(S(=O)(=O)N(C)C)c3ccccc23)C(=O)N2CCN(C)CC2)cc1	-3.7
CC(CCN1CCN=C1N(C)C)c1ccccc1 (stereo not drawn)	-1.1
Cc1ccc(-c2ccccc2)n1-c1cccc(C(=O)O)c1	1.6
CC(C)NC(=O)c1ccc(Sc2ccccc2)c([N+](=O)[O-])c1	14*
O=C(CCC(=O)N1CCOCC1)c1ccc(F)cc1	-1.7
CC(=O)Nc1ccc(OCc2cn(CC(=O)c3ccc(O)cc3)nn2)cc1	1.2
Cc1ccc(C(=O)N(Cc2nc3ccccc3c(=O)[nH]2)C2CCCC2)cc1	-0.4
CCN1CCN(Cc2ccc(NC(=O)c3ccc(C)c(NC(=O)c4ccno4)c3)cc2C(F)(F)F)CC1	-1.8
O=C(c1ccc(N2CCCC2=O)cc1)N1CCOCC1	-0.4
O=C(Nc1ccc(F)cc1)C1CCN(C(=O)NCc2ccccc2)CC1	2.0
COc1ccc(/C=N/Nc2cc(C)nc(N3CCOCC3)n2)c(OC)c1	-0.1
Cc1cccc(C)c1NC(=O)Cn1c(=O)n(CCCC(=O)NCc2ccco2)c(=O)c2sccc21	3.8
COc1ccc2[nH]c3c(Cl)ncnc3c2c1	16*
CCN(CC)c1ccc(/C=C(/C#N)c2nc3ccc(C)cc3[nH]2)c(OC(C)C)c1	0.1
O=C1CC(c2ccccc2)CC(O)=C1C=Nc1ccc(Cl)cc1 (stereo not drawn)	2.8
CCOC(=O)c1csc(NC(C)=O)n1	-1.7
CCC(CO)NCc1ccc(OCC(O)c2ccccc2)c(OC)c1 (stereo not drawn)	-0.7
FC(F)(F)c1cc(CCN2CCNC[C@@H]2Cc2ccccc2)cc(C(F)(F)F)c1	-4.7
CCc1nnc(SCC(=O)NC2CC2)n1CC	1.9
CCOc1ccc(S(=O)(=O)N(CC)CC)cc1NC(=O)c1ccc(N2CCCC2=O)cc1	-0.9
COC(=O)CCCNC(=O)OCc1ccc([N+](=O)[O-])cc1	0.9
O=C(O)Cc1ccc(C(=O)c2ccccc2F)s1	0.6
CCc1nnc(NC(=O)CSc2nnc(CNC(=O)c3cc(OC)c(OC)c(OC)c3)o2)s1	-0.4
CCC[C@H]1[C@@H](NCC2CCCCC2)CC[C@@]23CCCN2C(=O)CCC[C@@H]13	1.9
COc1ccc(NC(=O)CSCC(=O)Nc2ccc(S(=O)(=O)N3CCOCC3)cc2)cc1	3.0
Going on with the list:
SMILES	TTR transcr act
O=C1NC(c2ccc(Br)cc2)Oc2ccccc21 (stereo not drawn)	-0.3
O=[N+]([O-])c1cccc(-c2nc(-c3cccs3)c(-c3cccs3)[nH]2)c1	-2.7
CCC(C)c1ccc(NC(=S)NCCn2cc(Br)cn2)cc1 (stereo not drawn)	-1.4
COC(=O)CNc1nc(Cl)nc(N2CCC(C)CC2)n1	4.3
Cc1ccc(SCC(=O)NNC(=O)CNC(=O)c2ccc(Br)cc2)cc1	0.3
COc1ccc2oc(C(=O)OC(C)C(=O)N3C(C)CCCC3C)c(C)c2c1 (stereo not drawn)	-1.1
CCNC(=O)C1CCCN(C(=O)c2cc(F)cc(F)c2)CC1 (stereo not drawn)	-1.2
CCOC(=O)c1ccc(-c2ccc(/C=N/NC(=O)CN(c3ccccc3Br)S(C)(=O)=O)o2)cc1	-2.0
COc1ccc(C(=O)Nn2c(CC(C)C)nc3cc(Cl)ccc3c2=O)c(OC)c1	1.4
COc1cccc(C(=O)Nc2ccc(NC(=O)c3ccco3)cn2)c1	-3.2
CCn1c(Cc2ccccc2)nnc1SCC(=O)N1CCCC1=O	-0.1
CC(C)N(C(=O)CSc1nnnn1-c1ccc2c(c1)OCO2)C(C)C	0.9
O=C(Cc1cccs1)Nc1cccc([N+](=O)[O-])c1	-1.1
O=C(C1=C[C@H](c2ccc(C(F)(F)F)cc2)C[C@H](OCc2ccc(CO)cc2)O1)N1CCN(Cc2ccccc2)CC1	2.1
O=C(C[n+]1cc(-c2ccc(Cl)c(Cl)c2)n2c1CCC2)OCc1ccccc1	-2.1
COC(=O)CSc1nnc(-c2ccc(S(=O)(=O)N3CCC(C)CC3)cc2)o1	3.3
CCOc1ccccc1NC(=S)NC(=O)CCCOc1ccc(Cl)cc1Cl	0.7
Cc1ccc(C(C(=O)NC2CCCC2)N(Cc2cccnc2)C(=O)c2snc(C(N)=O)c2N)o1 (stereo not drawn)	-0.5
CC(=O)C1=C(O)C(=O)N(c2cccnc2)C1c1ccc([N+](=O)[O-])cc1 (stereo not drawn)	-1.1
O=C(O)CCCNC(=O)CC1S/C(=N/N=C/c2ccccc2O)NC1=O (stereo not drawn)	2.5
CCCOc1cccc(C2C(C(=O)c3ccco3)=C(O)C(=O)N2c2nnc(C)s2)c1 (stereo not drawn)	0.2
C#CCOC(=O)CCCN1C(=O)c2cccc3cccc(c23)C1=O	-0.4
N=c1n(CCO)c2ccccc2n1Cc1ccccc1Cl	-1.8
COc1cc(NC2c3ccccc3C(=O)N2Cc2ccc3c(c2)OCO3)cc(OC)c1 (stereo not drawn)	-0.2
Cc1ccc(C(=O)N2CCN(c3ccc(NC(=O)c4cccs4)cc3)CC2)cc1	-1.4
The list goes on.
SMILES	TTR transcr act
CCOC(=O)c1nc(C)sc1-c1ccnn1S(=O)(=O)c1ccc(C)cc1	-0.6
O=C(NCCc1ccc(Cl)cc1)C1CCN(S(=O)(=O)c2cccc3nonc23)CC1	3.9
CCc1ccc2[nH]c(=O)c(CN(Cc3ccco3)S(=O)(=O)c3ccc4c(c3)OCCO4)cc2c1	0.0
CCOc1ccc(C(=O)NCC(=O)OCc2cc([N+](=O)[O-])cc3c2OCOC3)cc1OCC	-0.3
CC(C)c1ccc(S(=O)(=O)N2CCN(C(=O)c3cc([N+](=O)[O-])ccc3N3CCOCC3)CC2)cc1	1.8
CCN(CC)C(=O)c1ccc(-c2cccs2)s1	-1.5
c1cncc(C(c2nnnn2C2CCCCC2)N2CCN3CCCC3C2)c1 (stereo not drawn)	-0.2
CC1(C)CC(NC(=O)c2cccc(F)c2)CC(C)(C)N1	-0.3
CCCCCn1nc(C(=O)OCc2nc(N)nc(Nc3ccccc3)n2)c2ccccc2c1=O	-2.8
Cc1ccc(-c2csc(N3CCC(NS(=O)(=O)c4ccc5c(c4)OCCO5)CC3)n2)cc1	-3.3
O=C(c1ccc(F)cc1)c1cnc(Nc2ccccc2)s1	15*
CC1(C)Cc2cccc(OCC(=O)OCC(=O)c3ccccc3)c2O1	0.5
O=C(Oc1ccc2[nH]cc(CCN3C(=O)c4ccccc4C3=O)c2c1)c1ccco1	-0.2
OCCNCCOc1ccccc1F	0.8
CC(C)CCNC(=O)C1CC(=O)N(C2CCCC2)C1 (stereo not drawn)	1.9
CCc1nc2ccc(C(=O)Nc3cccc(NS(C)(=O)=O)c3)cn2c1N(C)C(=O)c1cccc(OC)c1	2.9
Cc1ccc2c(c1)[C@H]1[C@H](CO2)[C@H](c2ccccc2)[C@]2(C)C(=O)Nc3cc(F)c(F)cc3C(=O)N12	-6.3
CCNC(=S)N1CCc2cc(OC)c(OC)cc2C1COc1ccccc1OC (stereo not drawn)	1.0
O=C(C[n+]1cc(Br)cc2ccccc21)c1ccc(F)cc1	2.3
CN(C)S(=O)(=O)c1ccc2nc(COCc3nc4ccc(S(=O)(=O)N(C)C)cc4[nH]3)[nH]c2c1	0.5
CC(C)(C)C(=O)Nc1ncccc1C(O)c1cccc(C(F)(F)F)c1 (stereo not drawn)	4.6
COc1ccccc1C1=NC(c2ccc(C)cc2)N=C1C (stereo not drawn)	0.1
Cc1ccc2nc(-c3ccccc3)nn2c1	5.2
